# RNase H inhibition – RNase H inhibition, HIV 1 Gag Pol polyprotein, FRET biochemical assay, screening (AID 372). inhibition, % at 10 µM, or IC50 in µM where a hit was titrated. hit rate 0.77% among 100,000. HIV-1 RT RNase H, FRET RNA/DNA substrate fluorescence; higher % means a stronger effect; in the data active means inhibition above about 50%
# Numbers without * were called inactive; & = joins results of further samples. Not all compounds are listed; count on the stated rates, not on these rows.
# The opening 5 records, ahead of the listing:
SMILES,RNase H inhibition
COc1cc(/C=C(/C#N)C(=O)Nc2ccc(Cl)cc2)cc(OC)c1O,32.0%
Oc1ccccc1-c1cc(-c2ccccc2)nc(N/N=C/c2ccc(Br)cc2)n1,7.0%
COc1ccccc1OCCCCCn1ccnc1,0.0%
Cc1nc2[nH]onc2c2nccc(=O)c12,9.0%
COc1ccc(C(=O)Oc2ccc3oc(=O)cc(C)c3c2)cc1OC,7.0%

# The listing, from the first entry:
SMILES,RNase H inhibition
COc1cc(/C=C(/C#N)C(=O)Nc2ccc(Cl)cc2)cc(OC)c1O,32.0%
Oc1ccccc1-c1cc(-c2ccccc2)nc(N/N=C/c2ccc(Br)cc2)n1,7.0%
COc1ccccc1OCCCCCn1ccnc1,0.0%
Cc1nc2[nH]onc2c2nccc(=O)c12,9.0%
COc1ccc(C(=O)Oc2ccc3oc(=O)cc(C)c3c2)cc1OC,7.0%
CC(C)=CC1C(C(=O)Nc2ccc(Cl)cn2)C1(C)C (stereo not given),8.0%
COc1cc([N+](=O)[O-])ccc1NC(=O)CSc1nc2ccccc2s1,18.0%
CCOc1cc(C=O)ccc1OCc1ccccc1,6.0%
Cc1cccc(C)c1NC(=O)c1ccccc1Cl,8.0%
CCC(C)c1ccc(NC(=O)c2ccc([N+](=O)[O-])cc2)cc1 (stereo not given),3.0%
CCOC(=O)Cn1cc(/C=C2\C(=O)NC(=S)N(c3ccccc3F)C2=O)c2ccccc21,36.0%
CC1=NNC(=O)C1CC(=O)N/N=C/c1ccccc1Cl (stereo not given),1.0%
Cc1cc(NC(=O)/C=C/C(=O)O)ccc1NC(=O)c1cccs1,1.0%
CC(C)N(C(=O)c1ccc(C(N)=O)cc1)C(C)C,2.0%
COc1ccc(N2C(=O)/C(=C/c3ccc(-c4ccc([N+](=O)[O-])cc4Cl)o3)C(=O)NC2=S)cc1,18.0%
CCOc1ccc(NC(=O)NC2CCCCC2)cc1,11.0%
CCC(CC)C(=O)N1CCN(c2cccc(Cl)c2)CC1,11.0%
O=C(N/N=C/c1ccc(O)cc1)c1cc2ccccc2cc1O,0.0%
O=C1C=CC(=NS(=O)(=O)c2ccc(F)cc2)C=C1,43.0%
Cc1c(-c2ccc(/C=N/NC(=O)Cn3nnnc3N)o2)ccc([N+](=O)[O-])c1C,29.0%
Cc1ccc(S(=O)(=O)N(CC(=O)Nc2cccnc2)c2cccc(Br)c2)cc1,6.0%
COc1cc(/C=c2\sc3nc4ccccc4n3c2=O)cc(Br)c1OCc1ccccc1F,13.0%
CCN1C(=O)c2ccc(Br)cc2C1=O,9.0%
COc1ccc(C(=O)Nc2ccc(S(=O)(=O)NC(C)=O)cc2)cc1,9.0%
CCN(CC)CCCOc1ccccc1[N+](=O)[O-],6.0%
CCOc1ccccc1NC(=O)C(=O)NCCC1=CCCCC1,4.0%
O=C(NC(=S)Nc1ccc(Br)cn1)c1ccc(Cl)cc1,16.0%
CCc1c(C)nc2ccccc2c1SCC(=O)O,0.0%
C=C(C)[C@@H]1CC=C(CN2CCN(c3ccc([N+](=O)[O-])cc3)CC2)CC1,8.0%
O=C(NC(=S)Nc1ccc2oc(-c3ccc(Cl)cc3)nc2c1)c1ccccc1,0.0%
COc1ccc(Cl)cc1C(=O)Nc1ccc(Nc2ccccc2)cc1,37.0%
O=C(CCN1C(=O)/C(=C/c2ccccc2Cl)SC1=S)Nc1cc(Cl)ccc1O,3.0%
COc1cc2c(cc1NS(=O)(=O)c1ccc([N+](=O)[O-])cc1)oc1ccccc12,9.0%
COc1ccc(OCC(=O)Nc2ccc(F)c(Cl)c2)cc1,4.0%
Cc1ccc(C[n+]2ccc(-c3nnc(-c4ccccc4)o3)cc2)cc1,1.0%
Cc1ccc(-c2cc3nc(C)c(Cc4ccccc4)c(=O)n3[nH]2)cc1,12.0%
CCCOc1ccc(C(=S)N2CCN(c3cccc(Cl)c3)CC2)cc1,17.0%
COc1cc(C=Nc2ccc(-c3ccc(N=Cc4ccc(OC(C)=O)c(OC)c4)c(C)c3)cc2C)ccc1OC(C)=O,6.0%
CC(=O)Nc1ccc(N2CCOCC2)cc1,0.0%
Cc1ccccc1C(=O)N1N=C(c2c(-c3ccccc3)c3cc(Br)ccc3[nH]c2=O)CC1c1ccco1 (stereo not given),32.0%
CCCCCN1C(=O)/C(=C2\SC(=S)N(c3cc(OC)ccc3OC)C2=O)c2ccccc21,19.0%
CCOC(=O)C(CCOc1cc(C)cc(C)c1C)C(=O)OCC,11.0%
CC(=O)NS(=O)(=O)c1ccc(NC(=O)C2CCCCC2)cc1,9.0%
Cc1cccc(Nc2ccc3noc4c3c2C(=O)c2ccccc2-4)c1,24.0%
CCOc1ccc(NC(=S)NC(NC(=O)c2ccccc2Br)C(Cl)(Cl)Cl)cc1 (stereo not given),13.0%
O=[N+]([O-])c1ccc(O)c(C=NCc2ccccc2)c1,14.0%
Nc1nc(Nc2nc(N3CCCC3)cc(C(F)(F)F)n2)cc(C(F)(F)F)n1,17.0%
CCCOc1ccc(N2C(=O)CC(N3CCOCC3)C2=O)cc1 (stereo not given),6.0%
CCCCSc1nnc2c(n1)OC(c1ccncc1)Nc1ccc(Br)cc1-2 (stereo not given),9.0%
C(=Nc1cccc2ccccc12)c1ccc(N2N=C(c3ccccc3)CC2c2ccccc2)cc1 (stereo not given),14.0%
O=C(O)c1ccc([N+](=O)[O-])c2c1NC(c1ccccc1)C1CC=CC21 (stereo not given),12.0%
COc1ccccc1/C=C1\SC(=S)N(c2cccc(C(=O)O)c2)C1=O,0.0%
COc1cc(OC)c(C=Nc2c(C)cc(C)cc2C)cc1Br,0.0%
O=S(=O)(NCCc1ccccc1)c1ccc(Br)cc1,1.0%
COc1ccc(C(=O)N2N=C(C)CC2(O)c2ccc(Br)cc2)cc1 (stereo not given),9.0%
Cc1ccc(NC2CC(=O)N(c3ccc(Cl)cc3)C2=O)cc1 (stereo not given),16.0%
Cc1cccc(N2C(=O)NC(=O)/C(=C\c3ccc(-c4ccccc4C(=O)O)o3)C2=O)c1,15.0%
O=C1CN(C(=O)c2ccccc2)c2ccccc2N1,5.0%
Cc1cccc(NC(=O)/C(C#N)=C\c2ccc(-c3cccc([N+](=O)[O-])c3)o2)c1,7.0%
COc1cc(C=C2C(=O)NC(=S)NC2=O)ccc1OCCOc1c(C)cccc1C,15.0%
# Next section
SMILES,RNase H inhibition
Cc1cc(/C=N/n2cnnc2)c(C)n1C,9.0%
C=CCOC(=O)C(CC=C)(C(F)(F)F)C(F)(F)F,11.0%
COC(=O)c1ccccc1NC(=O)COC(=O)CSc1nc(C)cc(C)n1,17.0%
Cc1ccc2oc(-c3cc(NC(=O)c4cc(Cl)ccc4Cl)ccc3O)nc2c1,6.0%
CCOc1ccc(C(NC(=O)c2ccco2)c2ccc(OC)c(OC)c2)cc1 (stereo not given),0.0%
CCOc1ccc(-c2cc(C(=O)N/N=C/c3ccc(C(=O)OC)cc3)[nH]n2)cc1,13.0%
CCSc1nc(O)cc(=O)n1-c1ccccc1,1.0%
COc1cc(-c2ccc(NC(=O)c3ccc(C)cc3)c(OC)c2)ccc1NC(=O)c1ccc(C)cc1,11.0%
COC(=O)c1ccc(C2C(C(=O)OC(C)C)=C(C)NC3=C2C(=O)CCC3)cc1 (stereo not given),7.0%
Cc1cccc(OCC(=O)O/N=C(\N)c2ccc([N+](=O)[O-])cc2)c1,5.0%
O=C1NC(=O)N(c2cccc(Cl)c2)C(=O)C1=Cc1ccc([N+](=O)[O-])o1,6.0%
CCOc1ccc(N(CC(=O)NCc2ccccc2C)S(C)(=O)=O)cc1,5.0%
COC(=O)c1ccc(Nc2nnc(-c3ccc(C)cc3)c3ccccc23)cc1,15.0%
CC(Sc1ccccc1)C(=O)NCCc1ccccc1 (stereo not given),16.0%
Cc1c(C(=O)OC(C)C)sc(NC(=O)c2cccc(F)c2)c1C#N,0.0%

# Copied from the list.
# COc1cc(-c2ccc(NC(=O)c3ccc(C)cc3)c(OC)c2)ccc1NC(=O)c1ccc(C)cc1 | RNase H inhibition = 11.0%
# CCSc1nc(O)cc(=O)n1-c1ccccc1 | RNase H inhibition = 1.0%

# Next compounds follow:
SMILES,RNase H inhibition
O=C1N=c2ccccc2=C1c1sc(Nc2ccc(O)cc2)nc1O,0.0%&0.0%
O=C(NN1CCOCC1)c1ccc(Cl)cc1,3.0%
Cc1ccc(/C=C(\C#N)c2nc(-c3cccc([N+](=O)[O-])c3)cs2)o1,15.0%
O=S(=O)(c1cc(Cl)cc(Cl)c1O)c1cc(Cl)cc(Cl)c1O,16.0%
O=C(NC(Nc1ccc(Br)cc1)C(=O)c1ccccc1)c1ccco1 (stereo not given),12.0%
Oc1ccc2ccccc2c1C=Nc1ccc(OC(F)(F)F)cc1,19.0%
CCOC(=O)C(=CNc1ccc([N+](=O)[O-])cc1)C(=O)OCC,8.0%
CCOC(=O)C1C(=O)CC(C)(O)C(C(=O)OCC)C1c1ccc(O)c(OC)c1 (stereo not given),13.0%
O=[N+]([O-])c1ccc(F)c(N=Cc2cccc(Cl)c2)c1,8.0%
O=C1NC(=Nc2cccc(O)c2)S/C1=C\C=C\c1ccccc1,21.0%
O=C(NCc1ccccn1)C(=O)N/N=C/c1ccc(Br)cc1,10.0%
CCOc1ccc(C(=O)Nc2ccc(CC)cc2)cc1[N+](=O)[O-],9.0%
CC(/C=N/Nc1nnc2c(n1)[nH]c1ccc(C)cc12)=C\c1ccco1,3.0%
COc1cc2c(cc1OC)C(NN)=NC(C)(C)C2,0.0%
COc1ccc(/C(C)=N/NC(=O)c2ccncc2)c(OC)c1OC,5.0%
CCOc1cccc(OCCOCCOc2cccc(Cl)c2Cl)c1,18.0%
CC/C(O)=C(\C#N)c1nc2ccccc2[nH]1,4.0%
COc1cc(OC)c(/C=N/NC(=O)c2cccc(Cl)c2)cc1Br,0.0%
CCCC(=O)Nc1nnc(COc2ccc(C)c(C)c2)s1,0.0%
C=CCc1ccc(OCCOCCOc2c(Cl)cccc2Cl)c(OC)c1,36.0%
O=C(Nc1ncc(S(=O)(=O)c2ccc([N+](=O)[O-])cc2)s1)c1ccc(-c2ccccc2)cc1,0.0%
Clc1ccc(/C=N/Nc2nc(N3CCOCC3)nc(N3CCOCC3)n2)cc1Cl,12.0%
Cc1ccc(CC(CC(=O)O)C(=O)Nc2ccccc2)cc1 (stereo not given),10.0%
CC1(C)Nc2ccccc2-c2c1ssc2=NC1CCCCC1,12.0%
O=C(NC(=S)Nc1ccc(Br)cc1)c1cccs1,26.0%
O=Cc1ccc(-c2nc3c4ccccc4ccn3c2C=O)o1,0.0%
COc1ccc(-n2sc3c(c2=S)-c2cc(C)ccc2N(Cc2ccccc2)C3(C)C)cc1,12.0%
COc1cccc(NC(=O)Nc2cccc(C(F)(F)F)c2)c1,4.0%
N#C/C(=C/c1ccccc1F)C(=O)Nc1cccc(Br)c1,17.0%
O=C(NC1CC2CCC1C2)c1ccc([N+](=O)[O-])cc1 (stereo not given),7.0%

# 3 neighbouring compounds already listed, quoted:
SMILES,RNase H inhibition
COc1cc(/C=C(/C#N)C(=O)Nc2ccc(Cl)cc2)cc(OC)c1O,32.0%
Oc1ccccc1-c1cc(-c2ccccc2)nc(N/N=C/c2ccc(Br)cc2)n1,7.0%
COc1ccccc1OCCCCCn1ccnc1,0.0%

# Following part:
SMILES,RNase H inhibition
COc1ccc(OCC(=O)N2CCN(C(=O)c3cc(OC)c(OC)c(OC)c3)CC2)cc1,5.0%
COc1cccc(OC)c1C(=O)NNC(=O)c1cccc(Cl)c1,6.0%
O=C(C1C2CCCCC21)N(CCN(Cc1ccccc1)C(=O)C1C2CCCCC21)Cc1ccccc1 (stereo not given),6.0%
COc1ccccc1-n1c(CCN2C(=O)c3ccccc3C2=O)nc2ccccc2c1=O,3.0%
CCCCCCCNC1CC(=O)N(c2ccc(C(=O)OCC)cc2)C1=O (stereo not given),1.0%
OC(CNCc1ccccc1)(c1ccccc1)c1ccc(Br)cc1 (stereo not given),11.0%
Cc1cc(NC(=O)C23CC4CC(CC(C4)C2)C3)no1,10.0%
COCCOC(=O)C1=C(C)NC2=C(C(=O)CCC2)C1c1ccccc1I (stereo not given),7.0%
N#Cc1cccc(N=Cc2ccc(Cl)cc2Cl)c1,19.0%
Cc1ccccc1NC(=O)CCC(=O)N/N=C/c1cccc([N+](=O)[O-])c1,2.0%
C1=CC2CC1CC2CN1CCN(Cc2ccc3c(c2)OCO3)CC1 (stereo not given),15.0%
Cc1ccc(N2C(=O)C3C4CCC(O4)C3C2=O)cc1 (stereo not given),0.0%
O=C(c1cccnc1)N1N=C(C(F)(F)F)CC1(O)c1ccc(Cl)cc1 (stereo not given),17.0%
O=C(Nc1ccc(Cl)c([N+](=O)[O-])c1)c1cccc2ccccc12,18.0%
COc1ccc(NC(=O)/C(=C/c2ccccc2)c2ccccc2)cc1OC,15.0%
CCOc1ccc(CNc2ccc(F)c(Cl)c2)cc1,13.0%
COc1ccc(C2(CNC(=O)c3cccc([N+](=O)[O-])c3)CCCCC2)cc1OC,4.0%
COc1ccc(NC(=O)c2ccccc2Cl)c(OC)c1,0.0%
N/C(=C/C(=O)c1cccs1)C(F)(F)C(F)F,2.0%
N#C/C(=C\c1ccc(OC(=O)c2ccc(Br)cc2)cc1)C(=O)Nc1cccc(Cl)c1,55.0%*
Cc1ccc(OCC(O)CNC(C)(C)C)cc1C (stereo not given),15.0%
Cc1cccc(OCC(=O)Nc2ccccc2F)c1C,6.0%
CCOc1ccc(N2C(=O)CC(Nc3ccc(N4CCCCC4)cc3)C2=O)cc1 (stereo not given),6.0%
O=[N+]([O-])c1cc(S(=O)(=O)NCc2cccnc2)ccc1Cl,14.0%
O=c1cc(-c2ccc([N+](=O)[O-])cc2)nc(-c2ccccc2F)o1,1.0%
CC(Cc1ccccc1)N/C=C1/CC(=O)NC1=O (stereo not given),2.0%

# Compounds shown so far with a CF3 group, in the order listed:
SMILES,RNase H inhibition
Nc1nc(Nc2nc(N3CCCC3)cc(C(F)(F)F)n2)cc(C(F)(F)F)n1,17.0%
C=CCOC(=O)C(CC=C)(C(F)(F)F)C(F)(F)F,11.0%
Oc1ccc2ccccc2c1C=Nc1ccc(OC(F)(F)F)cc1,19.0%
COc1cccc(NC(=O)Nc2cccc(C(F)(F)F)c2)c1,4.0%
O=C(c1cccnc1)N1N=C(C(F)(F)F)CC1(O)c1ccc(Cl)cc1 (stereo not given),17.0%
